ERAP1 HTS inh – ERAP1 (human) enzyme inhibition | Q9NZ08 | recombinant ERAP1, Leu-AMC fluorescence, 60 min | inhibition, % at 10.7 µM | 340,000 compounds, 0.15% hits;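 active = mean replicate inhibition of at least 30%, or all replicates individually reaching that 30% level; inactive = mean below 30% and not every replicate reaching it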;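 note: 0% = neutral control wells and 100% = L-leucinethiol positive control wells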
RAD52 anneal inh – blocks human RAD52 DNA annealing | P43351 | recombinant RAD52 DNA annealing, FRET fluorescence | inhibition, % at 18.7 µM | 360,000 compounds, 0.46% hits | AID 651710;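 active = every replicate showing at least 50% inhibition; inconclusive = mean inhibition at least 50% but not in every replicate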
Target sequence (P43351 whole entry, looked up): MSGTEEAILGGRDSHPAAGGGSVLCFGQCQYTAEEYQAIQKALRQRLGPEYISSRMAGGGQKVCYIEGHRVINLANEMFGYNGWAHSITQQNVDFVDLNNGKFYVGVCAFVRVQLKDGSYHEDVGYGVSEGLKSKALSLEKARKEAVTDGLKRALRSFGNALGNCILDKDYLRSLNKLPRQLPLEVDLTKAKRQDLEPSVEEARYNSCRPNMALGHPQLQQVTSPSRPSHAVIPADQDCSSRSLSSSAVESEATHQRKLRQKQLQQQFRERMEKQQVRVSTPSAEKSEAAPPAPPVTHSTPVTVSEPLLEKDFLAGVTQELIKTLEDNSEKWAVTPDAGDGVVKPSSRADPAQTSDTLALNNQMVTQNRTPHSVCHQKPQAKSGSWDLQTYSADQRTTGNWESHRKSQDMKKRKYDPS
CFTR F508del cor – CFTR F508del correction in bronchial cells. 350,000 compounds, 0.36% hits. AID 720511. activity (quench increase), % at 7.58 µM. CFBE cells, YFP halide quenching; stimulated with forskolin plus potentiator P3; % fluorescence drop versus neutral controls;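 active = mean added fluorescence quench of at least 8% versus neutral control, with both replicates also reaching 8%; inconclusive = only one of the mean or replicate conditions met; inactive = mean below 8% and not both replicates reaching 8%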;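 note: cells transiently co-express mutant CFTR-F508del with the halide-sensitive YFP; corrector assay measuring rescue of mutant channel to the surface after 24 h compound exposure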
XiGFP reactiv – reactivates the inactive X chromosome in mouse fibroblasts | XiGFP mouse fibroblasts, % GFP-positive cells imaging, 3 d; cells co-treated with 5-aza-dC sensitizer; scaled so ellipticine positive control = 100% | 360,000 compounds, 0.055% hits | activation, % at 7.58 µM;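 active = mean normalized replicate activation at least 10% and every replicate at or above 10%; inconclusive = only one of the two criteria met; inactive = mean below 10% and not all replicates reach 10%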;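 note: 0% = median of on-plate neutral control wells and 100% = ellipticine 6 µM median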
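Material: SV40-immortalized XiGFP fibroblast cells, line 68-5-11 | Buffer or medium: DMEM containing 5-aza-dC | Dosing: One concentration, pinned | Times: 3 d treatment, 15 min room-temperature fixation | Controls: Ellipticine 6 µM positive control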
INS-1E GSIS act – primary screen for activators of insulin secretion dependent on glucose, INS-1E cells, GLuc reporter luminescence. INS-1E GLuc reporter insulin secretion, 2-3 h. activation, % at 16.6 µM. 370,000 compounds, 0.61% hits;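 active = lowest replicate activation of at least 40%, so every replicate reaches that level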;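 note: 0% = median of neutral control wells and 100% = median of IBMX positive control wells; some compounds called inactive have numbers as strong as hits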
ARNT TACC3 PPI – disruptors of human ARNT/TACC3 interaction; Q9Y6A5; AlphaScreen His-ARNT PAS-B/GST-TACC3 binding, luminescence; TACC3 fragment carries E629A point mutation; inhibition, % at 9.99 µM; 390,000 compounds, 0.66% hits;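 active = mean inhibition of replicates at least 50% and at least half of replicates each reaching 50%; inconclusive = half or more replicates reach 50% but mean below 50%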;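 note: 0% = complete ARNT plus TACC3 wells and 100% = ARNT alone without TACC3; many hits fall short of the cut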
RAD54 inh – blocks human RAD54 Holliday junction branch migration; FAM/BHQ fluorescence; inhibition, % at 10.4 µM; 360,000 compounds, 0.14% hits;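 active = mean normalized replicate activity at least 40 and at least half of replicates scoring 40 or more; inconclusive = only one of the two criteria met; inactive = mean below 40 and under half of replicates reaching 40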;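 note: 0% = median of neutral control wells and 100% = median of positive control wells; inhibitors cause a drop in the FAM fluorescence signal; in these data hits start at about 50%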
esBAF inh – inhibitors of esBAF chromatin remodeling in mouse ES cells. Bmi1-luciferase knock-in reporter, 24 h; 100% = twice the neutral-well signal. reporter increase, % at 12.5 µM. 350,000 compounds, 2% hits. AID 602393; in the data active = activation above about 40%; inconclusive = no clear call, values can overlap the other calls;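 note: 0% = median of the plate's neutral control wells and 100% = double that signal; a rise in the Bmi1 reporter signal indicates esBAF inhibition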
Starred values were filed as active, the others as inactive; ? = inconclusive; nt = no result given.

Structure,ERAP1 HTS inh,RAD52 anneal inh,CFTR F508del cor,XiGFP reactiv,INS-1E GSIS act,ARNT TACC3 PPI,RAD54 inh,esBAF inh
Cc1ccc(S(=O)(=O)Nc2cccc3c2O[C@H](CN(C)C(=O)Nc2cccc4ccccc24)[C@@H](C)CN([C@@H](C)CO)C3=O)cc1,-9,-10,0.9,-0.1,1,nt,nt,nt
O=C(NCCCN1CCCC1=O)Nc1ccc(Cl)cc1,nt,nt,nt,nt,2,33,0,22
COc1cccc(C2/C(=C(/O)c3ccc(C)cc3)C(=O)C(=O)N2Cc2ccco2)c1 (centres undefined),4,-21,-3.5,0.0,3,2,nt,nt
Nc1nnnn1/N=C/c1ccccc1O,-1,-4,-1.5,0.2,12,4,nt,nt
O=C(Cc1ccccc1)Nc1ccccc1Sc1ccccc1,nt,nt,nt,0.0,-14,-8,1,nt
CCCCC(CC)CNC(=O)C(=O)C1C(=O)Nc2ccccc21 (centres undefined),1,17,-2.0,0.0,-16,11,nt,nt
Cc1ccnc(NC(=O)CC(NC(=O)c2ccccc2Cl)c2ccccc2)c1 (centres undefined),-3,-7,-5.5,0.2,3,-4,-7,52*
COCCNC(=O)c1onc(CSc2ccccc2C)c1C(=O)O,3,-8,-0.7,0.1,-1,8,-3,4
CC1CCN(S(=O)(=O)c2cccc(C(=O)N3CCN(c4ccc(F)cc4)CC3)c2)CC1,6,-13,-0.1,0.4,-15,2,-2,-9
C=C1CCC[C@]2(C)C[C@H]3OC(=O)C(CNC(C)CC)[C@H]3CC12 (some centres undefined),4,-2,-1.6,0.0,-8,-4,6,4
COc1ccc(C2(O)CCN(CC(=O)Nc3nccs3)CC2)c(OC)c1,2,0,-2.1,nt,0,0,1,3
COc1ccc(/C=N\NC(=O)c2ccccc2Br)cc1COc1ccccc1,-1,-6,-0.6,0.1,11,-8,3,-7
O=Nc1c(O)n(Cc2cccc(C(F)(F)F)c2)c2ccccc12,-3,-9,nt,0.3,-22,4,nt,nt
COc1ccc(C(C(=O)NC2CCCC2)N(C(=O)c2ccco2)c2ccccc2C(C)=O)cc1OC (centres undefined),3,-9,-1.6,0.9,12,-1,-6,-3
C[C@@H]1CCCCO[C@@H](CN(C)CC2CCCCC2)[C@@H](C)CN([C@@H](C)CO)C(=O)c2cc(NC(=O)CCC(F)(F)F)ccc2O1,nt,nt,0.3,0.2,8,-6,-15,-3
O=C1NC(=O)c2cc(Br)cc3cccc1c23,1,3,0.7,0.2,-10,-6,nt,nt
O=C(Nc1ccc2c(c1)CCC2)c1cccc(S(=O)(=O)Nc2ccccc2Cl)c1,nt,nt,nt,0.2,-29,-1,-2,nt
Cc1ccc(NC(=O)/C(=C/C=C/c2ccccc2)NC(=O)c2ccccc2)cc1,-2,-8,nt,0.1,-3,-6,nt,nt
O=C(NCCc1ccccc1)c1ncn[nH]1,nt,nt,nt,nt,-1,9,-1,-5
Cc1c(Cl)cnc(NC(=O)COC(=O)c2cccc(S(=O)(=O)N3c4ccccc4CC3C)c2)c1Cl (centres undefined),0,-26,nt,0.0,-24,-1,nt,nt
CCCCn1nnnc1C(c1ccccc1)N1CCN(c2ncccn2)CC1 (centres undefined),-9,-13,2.1,0.1,7,nt,nt,nt
Cc1ccc(NC(=O)C2CCN(S(=O)(=O)c3cccc(C(F)(F)F)c3)CC2)nc1,-3,-16,-0.2,0.0,-18,-22,-3,11
Cc1ccc(C(=O)Nc2ccc3c(c2)CCC3)cc1,0,-24,nt,0.0,-14,-6,nt,-56
C/C=C/c1ccc2c(c1)O[C@H](CN(C)Cc1cccc(F)c1)[C@H](C)CN([C@H](C)CO)S2(=O)=O,3,2,-0.2,-0.9,-4,3,6,-3
CCOC(=O)/C=C/c1cnn(-c2ccccc2)c1,nt,nt,nt,0.3,-3,-4,-1,?
COc1ccccc1NC(=O)COc1coc(CN2CCN(c3ccccc3)CC2)cc1=O,0,-3,-1.2,0.2,-4,-7,-1,1
CSc1n[nH]c(N)c1S(=O)(=O)c1ccc(Cl)cc1,0,-3,1.5,-0.1,3,-4,-10,0
Cn1c(NC(=O)C2CC2)cc(=O)n(C)c1=O,-1,-7,0.0,0.3,15,-3,-14,12
CC(=O)Nc1ccc(/C=C(\C#N)C(N)=O)cc1,3,-10,0.7,0.2,nt,1,2,nt
O=C(O)CC1(CC(=O)Nc2ccc(Cl)cc2C(=O)c2ccccc2)CCCC1,-3,-1,0.7,0.0,14,-2,11,-4
O=[N+]([O-])c1cccc2ccc(/C=C/c3ccc(Cl)cc3)nc12,2,-35,-1.5,0.1,nt,14,nt,nt
Cc1csc(=O)n1CCC(=O)OCC(=O)Nc1ccc(N2CCOCC2)cc1,-2,-7,-1.0,0.1,24,nt,1,-12
CN1OC[C@@H]2CN(C(=S)NCCc3ccccc3)[C@H](c3ccc(-n4ccnc4)cc3)C[C@@H]21,nt,-28,0.5,0.1,-9,nt,13,-2
CSC1=NCCN1CCOc1ccccc1,18,-5,-2.9,0.1,-6,-4,nt,nt
Cc1noc(C)c1NC(=O)Nc1ccc2c(c1)CC(=O)N([C@@H](C)CO)C[C@H](C)[C@@H](CN(C)C(=O)Nc1c(C)noc1C)O2,-1,-1,0.9,-0.4,11,-1,2,-2
CCN(c1ccccc1)S(=O)(=O)c1cc(C(=O)Nc2cccc(Cl)c2)ccc1F,1,-2,nt,1.0,-6,-7,nt,nt
Cc1cnc(NC(=O)CSc2nnc(C)n2N)s1,1,-2,0.7,0.0,nt,-35,nt,nt
CCCC#Cc1ccc2c(c1)O[C@@H](CN(C)C(=O)c1ccccc1F)[C@@H](C)CN([C@H](C)CO)S2(=O)=O,2,44,0.8,-0.4,-19,-3,-3,6
O=C(NN1CCOCC1)c1ccccc1NS(=O)(=O)c1ccc(F)cc1F,-9,-4,nt,0.0,nt,2,9,4
CCC(=O)Nc1ccc2c(c1)C(=O)N(C)[C@H]1CC[C@H](CC(=O)NCCc3ccncc3)O[C@H]1CO2,nt,nt,-0.5,0.0,13,nt,nt,6
C=CCCC(=O)N1CCCC(C(=O)c2cccc(OC)c2)C1 (centres undefined),-2,1,-1.3,0.1,-1,-2,2,7
CC(C)c1ccc(S(=O)(=O)N2CCN(C(=O)n3ccnc3)CC2)cc1,0,-11,-2.2,0.3,-4,nt,-2,-5
C[C@@H]1CN([C@H](C)CO)S(=O)(=O)c2ccc(-c3ccc(C(=O)N(C)C)cc3)cc2O[C@@H]1CN(C)C(=O)C1CCOCC1,1,9,-0.4,-1.0,22,-4,3,-4
Nc1nonc1C(=O)NCCNC(=O)c1ccc(Cl)c(Cl)c1,1,1,-0.1,-0.1,-4,0,-6,-1
CC(=O)c1cccc(NC(=O)CCc2nnc3ccc(N4CCOCC4)nn23)c1,1,17,-3.0,0.0,-12,10,-5,0
COc1ccccc1CNC(=O)C[C@H]1CC[C@@H]2[C@H](COc3ccc(NS(=O)(=O)c4ccc(C)cc4)cc3C(=O)N2C)O1,-1,13,1.5,0.3,-10,-6,4,0
CC(C)NC(=O)N(C)C[C@H]1Oc2c(NC(=O)c3cnccn3)cccc2C(=O)N([C@H](C)CO)C[C@H]1C,1,-7,0.2,-0.1,12,-8,7,-1
COc1ccc(OCc2nnc(SCC(=O)N(C)Cc3ccccc3)n2N)cc1,1,-8,3.0,-0.1,-5,0,nt,nt
CC1CCCN(c2sc(S(C)(=O)=O)nc2S(=O)(=O)c2ccc(Cl)cc2)C1 (centres undefined),1,3,0.2,0.0,15,1,9,5
O=[N+]([O-])c1c(NCCCO)cc(SCc2ccco2)c2nonc12,1,-3,nt,0.0,-15,3,nt,nt
COC(=O)CCC(=O)OC1(C)C(=O)C=C2C=C(C3CC3)N(Cc3ccco3)C=C2C1=O (centres undefined),6,-38,-1.2,0.0,-2,3,-2,0
CCOC1=C2CN(S(=O)(=O)c3ccc(Cl)cc3)[C@H](c3ccccc3)C[C@@H]2N(S(=O)(=O)c2ccc(C)cc2)[C@H](c2ccccc2)C1,-1,-5,4.6,0.1,nt,nt,-4,-17
COc1ccc(-c2cc3nc(NCc4ccc(NC(C)=O)cc4)n(C)c(=O)c3s2)cc1OC,-1,-26,1.5,0.1,4,nt,-6,-1
COc1ccc2c3c(n(C)c2c1)[C@H](CO)N(Cc1cccc(Cl)c1)CC31CCN(C(C)=O)CC1,5,-160,2.0,-0.1,9,nt,nt,nt
O=C(NC1CCN(C(=O)Nc2ccccc2Cl)CC1)c1cccc(F)c1,0,1,0.4,-0.1,-8,0,0,8
C[C@H]1CN([C@@H](C)CO)S(=O)(=O)c2ccc(C#Cc3cccnc3)cc2O[C@@H]1CN(C)C(=O)CN(C)C,3,3,-1.3,-0.6,-2,1,4,1
CN1C(=O)c2cc(NC(=O)c3cccc(F)c3)ccc2OC[C@@H]2O[C@H](CC(=O)NCc3ccccc3)CC[C@@H]21,nt,nt,1.6,0.2,-7,3,-5,12
Cc1c(C(=O)NCc2ccc(C(F)(F)F)cc2)sc(=O)n1Cc1ccc(S(=O)(=O)N(C)C)cc1,1,-1,-0.2,0.4,-31,nt,3,6
COc1cc(/C=C/c2nc3ccccc3c(=O)[nH]2)cc(OC)c1OC,5,-19,2.0,0.3,17,-5,-25,28
COc1ccc(S(=O)(=O)NCC2CCC(C(=O)O)CC2)cc1 (centres undefined),-4,3,-1.2,0.0,-5,-8,6,-9

Further entries.
Structure,ERAP1 HTS inh,RAD52 anneal inh,CFTR F508del cor,XiGFP reactiv,INS-1E GSIS act,ARNT TACC3 PPI,RAD54 inh,esBAF inh
CCOC(=O)C1=CCN(S(=O)(=O)c2ccc(C)cc2)C1c1cccc(F)c1 (centres undefined),-1,-2,1.3,-0.3,-11,nt,-2,-3
C[C@@H]1CN([C@@H](C)CO)C(=O)c2c(c3ccccc3n2C)-c2ccccc2CO[C@@H]1CN(C)Cc1ccc(C(=O)O)cc1,1,4,-2.7,0.0,12,-2,3,1
CCOc1ccc(NC(=O)c2c(OC)cccc2OC)cc1,3,-11,0.2,0.3,-17,-8,nt,nt
O=C(NC1CCN(C(=O)NCc2ccccc2)CC1)c1cccc(F)c1,-2,-1,-0.2,0.0,8,29,7,7
CCCN1[C@H](C(=O)NCC(F)(F)F)[C@@H](CO)[C@@H]2Cn3c(ccc(-c4ccccc4)c3=O)[C@@H]21,2,-9,-1.7,0.0,-3,-10,2,-3
O=C(Oc1coc(CSc2ncccn2)cc1=O)c1ccc(Br)o1,4,0,-4.5,0.0,-13,2,nt,nt
CCCCS(=O)(=O)Nc1ccc2ncn(C)c(=O)c2c1,1,-12,2.9,nt,2,-16,4,0
CC=Cc1ccc2n(c1=O)C[C@H]1[C@H](CO)[C@@H](C(=O)NCc3ccc4c(c3)OCO4)[C@@H]2N1C(=O)COC (mixture of isomers),4,13,nt,0.0,2,-2,4,-4
CC(C)(C)NC(=O)CSc1nc(O)cc(=O)n1-c1ccccc1,-2,-21,-2.8,nt,-5,-1,-4,-3
O=C(N[C@@H]1CC[C@@H](CCNS(=O)(=O)c2ccccc2Cl)O[C@H]1CO)c1ccccc1,4,3,0.2,-0.7,8,-3,0,-1

Source: PubChem (Broad Institute)
